Screens from PubChem.
IMPase cell inh: IMPase inhibition in cells. P97697. CHO-M1 cells, IP1 accumulation, HTRF TR-FRET ratio. inhibition (IP1 accumulation), % at 46.1 µM. 120,000 tested, under 10 active. AID 901; active = well fitted curve in the direction sought with a large enough effect in the signal ratio, not every such curve was filed as active; inconclusive = small, poorly fitted or top-dose-only effect, or a change in a side signal; inactive = no such curve, though single readings can be large or run the other way; the % refers to the signal ratio;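 also: cells stimulated with carbachol in lithium chloride buffer; plate controls were DMSO basal wells for no effect and reference inhibitor wells for full effect; higher means more IMPase inhibition seen as more IP1 and lower FRET ratio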
Target sequence (P97697 whole entry, looked up): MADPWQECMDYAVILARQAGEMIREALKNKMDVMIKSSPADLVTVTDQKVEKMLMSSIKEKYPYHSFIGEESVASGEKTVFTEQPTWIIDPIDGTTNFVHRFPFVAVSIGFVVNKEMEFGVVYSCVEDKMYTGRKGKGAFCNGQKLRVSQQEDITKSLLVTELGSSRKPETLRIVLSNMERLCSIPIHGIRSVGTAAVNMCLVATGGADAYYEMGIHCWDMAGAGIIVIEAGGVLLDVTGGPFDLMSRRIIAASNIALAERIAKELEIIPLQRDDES
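Seeded CHO-M1 cells were dosed with compound at up to 46 uM, stimulated with carbachol for 30 min, then lysed in IP-One detection reagents. Higher IP1 lowers the TR-FRET signal.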
The depositor's hits bear a star; ? = inconclusive.

canonical_smiles | IMPase cell inh
N#Cc1c(C(F)(F)F)cc(-c2ccc(F)cc2)nc1SCC(=O)Nc1ccccc1 | ?
CCOC(=O)c1ccc2c(c1)[C@@H]1C=CC[C@@H]1[C@H](c1cccc(OC)c1OC)N2 | 7
CCCn1c(=N)c(C(=O)NC2CCCC2)cc2c(=O)n3cc(C)ccc3nc21 | -9
CCCC(=O)Nc1cc(-c2nnc3c4ccccc4c(C)nn23)ccc1C | -1
Cc1ccc(S(=O)(=O)Nc2cc3c(cc2NCc2ccccc2)n(C)c(=O)n3C)c(C)c1 | 4
CCCCOC(=O)CSc1ncnc2sc3c(c12)CCC(C)C3 (stereo unspecified) | ?
COc1ccc(N2CCN(Cc3nnc(-c4cccc(Br)c4)o3)CC2)cc1 | -2
Cc1cccc(N2CCN(Cc3nnc(-c4cccc(Br)c4)o3)CC2)c1C | 1
CCOCCCn1c(=N)c(C(=O)NC2CCCC2)cc2c(=O)n3cccc(C)c3nc21 | 4
CCOC(=O)c1c(C)n(-c2ccccc2)c2ccc(OC(=O)c3cccc(OC)c3OC)cc12 | 11
CCCOc1ccc(C(=O)Nc2cccc(NC(=O)c3ccc(Cl)cc3Cl)c2)cc1 | -7
Cc1nn(-c2ccccc2)c2sc(C(=O)Nc3ccc(Cl)cc3Cl)cc12 | -8
Cc1ccc(C)c(OCC(=O)Nc2sc3c(c2C#N)CCCC3)c1C | -3
Cc1ccc2nc(N3CCN(c4cccc(C)c4C)CC3)c3nncn3c2c1 | 8
Cc1cc2nc(-c3ccc(Br)cc3)cc(C(F)(F)F)n2n1 | -9
Cc1cccc(Cn2cc(/C=C(/C#N)C(=O)Nc3cccc(Cl)c3)c3ccccc32)c1 | -6
COc1cc(NC(=O)c2cc3nc(-c4ccccc4)cc(-c4ccccc4)n3n2)c(OC)cc1Cl | -10
CCn1c2ccccc2c2cc(NC(=O)COc3ccc(C)c(C)c3)ccc21 | -1
Cc1ccc(C)c(N2CCN(CCCNC(=O)Nc3ccc(Cl)cc3)CC2)c1 | 10
Cc1ccccc1Nc1nnc(-c2ccc(C)c(S(=O)(=O)NCC3CCCO3)c2)c2ccccc12 (stereo unspecified) | 3
COc1ccc(/C=C/C(=O)Nc2cc(-c3nc4ccccc4o3)ccc2OC)cc1 | -5
CCOc1ccc(S(=O)(=O)N(CC(=O)NCCSCc2ccc(C)cc2)c2ccccc2)cc1 | 0
COc1ccc(-c2[nH]c(-c3ccc(OC)c(OC)c3)nc2SCC(=O)Nc2ccccc2)cc1 | 9
CCOC(=O)c1ccc(NC(=O)CC2Sc3ccc(C(F)(F)F)cc3NC2=O)cc1 (stereo unspecified) | -1
CCCc1cc(=O)oc2cc(C)c3c(-c4ccccc4)c(C)oc3c12 | 1

Next results:
canonical_smiles | IMPase cell inh
CCOC(=O)c1sc(N2C(=O)c3oc4ccc(F)cc4c(=O)c3C2c2ccc(O)cc2)nc1C (stereo unspecified) | -3
COc1ccc(-c2noc(COc3cc(C)c(Br)c(C)c3)n2)cc1OC | ?
CCOc1ccc(C2C(C(=O)Nc3ccccc3C)=C(C)Nc3nnnn32)cc1 (stereo unspecified) | -7
CCCCn1c(=N)c(C(=O)NC2CCCCC2)cc2c(=O)n3cccc(C)c3nc21 | 4
CCSc1nnc2c(n1)OC(c1ccc(OC)cc1OC)N(C(C)=O)c1ccccc1-2 (stereo unspecified) | 4
Cc1cccc(N(CC(=O)NCCSCc2cccc(Cl)c2)S(=O)(=O)c2ccccc2)c1C | 0
CCOCCCn1c(=N)c(C(=O)NCc2ccco2)cc2c(=O)n3ccccc3nc21 | 7
CCCOc1ccc(C(=O)Nc2ccc3oc(-c4cccc(Cl)c4Cl)nc3c2)cc1 | 7
Cc1cccc(C2NC(=O)c3c(sc4c3CCN(C)C4)N2)c1O (stereo unspecified) | -1
CCC(C)c1ccc2oc(-c3ccc(NC(=O)c4cc5ccccc5o4)cc3)nc2c1 (stereo unspecified) | -6
O=C(Nc1ccc(OC(F)(F)F)cc1)C1CCCN(S(=O)(=O)c2ccc(Br)s2)C1 (stereo unspecified) | 7
CCOc1ccc(NC(=O)Cn2nnc(C(=O)OC)c2C(=O)OC)cc1 | 7
COc1ccc(C2C(C(=O)Nc3ccccc3)=C(C)Nc3nc(-c4ccc(Cl)cc4)nn32)cc1 (stereo unspecified) | 2
Cc1ccccc1NC(=O)Cn1cc(C(=O)c2ccco2)c2ccccc21 | 9
CC(=O)c1cccc(NC(=O)c2ccc(Cl)c(S(=O)(=O)N3CCOCC3)c2)c1 | 1
CCNC(=O)CCSc1nnc(-c2ccc(O)cc2)o1 | 2
COc1ccc(NC(=O)c2sc3nc(-c4ccc(OC)cc4)cc(C(F)(F)F)c3c2N)cc1 | 2
O=C(Nc1cccc(-c2nc3ncccc3o2)c1)c1ccc(-c2cccc(Cl)c2Cl)o1 | -9
COc1ccc(NC(=O)CSc2nc(-c3cccc(C)c3)[nH]c2-c2ccccc2)cc1OC | 11
CCOC(=O)c1c(NC(=O)COc2c(C)cc(Cl)cc2Cl)sc2c1CCCC2 | -4
CCOCCCn1c(=N)c(C(=O)NCC2CCCO2)cc2c(=O)n3cc(C)ccc3nc21 (stereo unspecified) | -3
CCOc1ccc(-c2nc(SCC(=O)Nc3ccc4c(c3)OCO4)c(-c3ccc(F)cc3)[nH]2)cc1 | 2
COc1cc2c(cc1NC(=O)COc1ccc(Br)cc1C)oc1ccccc12 | ?
CC(C)c1ccc(OCC(=O)Nc2ccc(S(=O)(=O)Nc3ncccn3)cc2)cc1 | -4
Cc1ccc(Nc2c(-c3cccnc3)nc3ccc(Cl)cn23)cc1 | ?

More entries:
canonical_smiles | IMPase cell inh
CCOc1ccc2nc(Cl)c(C3CC(c4ccc(OC)cc4)=NN3S(C)(=O)=O)cc2c1 (stereo unspecified) | -16
COC(=O)c1cc(NC(=O)CCS(=O)(=O)c2cc(Br)cc3c2N(C(=O)C2CC2)CC3)cc(C(=O)OC)c1 | 5
Cc1cc(OCC(=O)N(Cc2ccc(N(C)C)cc2)C2CCS(=O)(=O)C2)cc(C)c1Cl (stereo unspecified) | -5
CC(C)c1ccc(NC(=O)C2CCCN(S(=O)(=O)c3ccc(Br)s3)C2)cc1 (stereo unspecified) | -3
CC1=C(C(=O)OCc2ccc(C)cc2)C(c2ccccc2F)CC(=O)N1 (stereo unspecified) | 15
CCCSc1nnc2c(n1)OC(c1ccc(Br)s1)Nc1ccccc1-2 (stereo unspecified) | -5
Cc1cc2nn(-c3ccc(Cl)cc3)nc2cc1NC(=O)C(C)C | ?
N#Cc1c(C(F)(F)F)cc(-c2cccs2)nc1SCc1ccccc1F | 3
O=C(CSc1nc(-c2ccc(F)cc2)cc(C(F)(F)F)n1)NCc1ccccc1 | ?
COc1ccc(-c2nnc(SCC(=O)c3ccc([N+](=O)[O-])cc3)o2)cc1OC | 5
CC(NC(=O)c1cc2c(=O)n3ccccc3nc2n(C(C)C)c1=N)c1ccccc1 (stereo unspecified) | -9
Cc1ccc(Cc2cn3cc(-c4ccccc4)nc3s2)cc1 | 3
COc1ccc(NC(=O)c2c(NC(=O)Cc3ccccc3)sc3c2CCCC3)cc1 | ?
Cc1cc(N2CCN(c3cc(Cl)ccc3C)CC2)n2nc(-c3ccccc3)nc2n1 | -2
CCC(=O)OCCCNc1nc(-c2ccc(Cl)cc2)nc2ccccc12 | 12
COc1c(C)cc(Br)cc1C(=O)Nc1ccc(-c2nc3ncccc3o2)cc1 | -8
CCCC1=Nc2cc(C(=O)N3CCC(C(=O)OCC)CC3)ccc2Sc2ccccc21 | 8
CCc1ccc(C2c3c(oc4ccc(F)cc4c3=O)C(=O)N2c2nc(C)c(C(=O)OC)s2)cc1 (stereo unspecified) | ?
COc1ccc(N(C(=O)c2ccccc2C)S(=O)(=O)c2ccc(C)cc2)cc1 | -1
CCNc1c(NC(=O)c2ccccc2OCC)c(=O)oc2ccccc12 | 8
COc1ccccc1N(CC(=O)Nc1cc(C)cc(C)c1)S(C)(=O)=O | -2
COc1ccc(C(F)(F)F)cc1NC(=O)c1sc2nc(-c3cccs3)ccc2c1N | ?
COCCCn1c(=N)c(C(=O)NC2CCCCC2)cc2c(=O)n3cc(C)ccc3nc21 | -15
COc1ccc(CN2C(=O)c3oc4ccccc4c(=O)c3C2c2ccc(O)cc2)cc1 (stereo unspecified) | 6
Cc1ccc(C(=O)COC(=O)c2cc(-c3ccccc3)nc3ccccc23)cc1C | -7

(cont.)
canonical_smiles | IMPase cell inh
COc1ccc(OCc2nc(-c3ccc(OC)c(OC)c3)no2)cc1 | 0
CCOC(=O)c1c(NC(=O)C2c3ccccc3Oc3ccccc32)sc(C)c1C | -19
CCc1cccc(C)c1NC(=O)CCS(=O)(=O)c1cc(Br)cc2c1N(C(=O)C1CC1)CC2 | 2
Cc1ccc(C)c(N2CCN(C(=O)C3CCCN(S(=O)(=O)c4cccc5nonc45)C3)CC2)c1 (stereo unspecified) | 3
Cc1ccc(C(=O)Nc2ccccc2)cc1S(=O)(=O)Nc1ccc(Br)cc1 | -5
COc1cc2c(cc1OC)C(c1cc(OC)c(O)c(OC)c1)CC(=O)N2 (stereo unspecified) | 2
CCc1ccc(Oc2c(C(F)(F)F)oc3c(CN4CCCC(C)C4)c(O)ccc3c2=O)cc1 (stereo unspecified) | 2
Cc1ccc2nc(NCc3ccc(F)cc3)c3nncn3c2c1 | -3
Cc1cccc(C(=O)Nc2sc3c(c2C(=O)NC(C)C)CCCC3)c1 | -16
CCc1ccc(S(=O)(=O)Nc2ccc3oc(C)c(C(=O)OCCOC)c3c2)cc1 | -15
CCCNC(=O)c1cnn2c(C(F)F)cc(-c3ccccc3)nc12 | 12
Cc1ccccc1OCCn1cc(C(=O)c2ccco2)c2ccccc21 | 2
CCOc1ccc(Oc2nc(NCC(C)C)nc(N3CCOCC3)n2)nn1 | 1
COc1ccc(NC(=O)c2c(NC(=O)c3cccc(C)c3)sc3c2CCC3)cc1 | 3
Cc1ccc(C)c(N2CCN(c3c(CN4CCCC4)c(=O)oc4ccccc34)CC2)c1 | 8
CCCOc1ccc(-c2nn(-c3ccccc3)cc2C2NC(=O)NC(C)=C2C(=O)OC(C)C)cc1 (stereo unspecified) | 7
Cc1ccc(OCCSc2nc3ccccc3n2CCC(=O)O)cc1C | -12
Cc1ccc(S(=O)(=O)N(CC(=O)Nc2ccc(C(C)C)cc2)Cc2ccccc2)cc1 | 7
COc1ccc(Cl)cc1NC(=O)CSc1nc2ccccc2nc1N1CCCCC1 | ?
Cc1cc(C)c(S(=O)(=O)NCCc2cc3c(C)ccc(C)c3[nH]c2=O)c(C)c1 | 5
COc1ccc(-c2nc(S(=O)(=O)c3ccccc3)c(N3CCCCC3)o2)cc1 | 3
Cc1ccc(S(=O)(=O)Nc2cc3c(cc2N2CCOCC2)n(C)c(=O)n3C)cc1 | -6
Cc1ccc(Cl)cc1N1CCN(CCNC(=O)Nc2ccc(Cl)cc2)CC1 | -3
O=C(Cn1cc(C(=O)C2CC2)c2ccccc21)Nc1ccc(Br)cc1 | 3
Cc1cccc(NC(=O)Cn2nc(-c3ccc(Cl)cc3)c3ccccc3c2=O)c1 | -20

Continuation.
canonical_smiles | IMPase cell inh
O=C(c1ccco1)c1cn(CCOc2ccc(F)cc2)c2ccccc12 | 8
Cc1onc(-c2c(F)cccc2Cl)c1C(=O)Nc1ccc(OC(C)C)cc1 | 5
CCOC(=O)c1ccc(NC(=O)CC2Nc3cc(C)c(C)cc3NC2=O)cc1 (stereo unspecified) | 3
Cc1ccc(Oc2c(C(F)(F)F)oc3c(CN4CCCCC4C)c(O)ccc3c2=O)cc1 (stereo unspecified) | 5
Fc1ccccc1-c1nc(N2CCN(c3cccc(Cl)c3)CC2)c2ccccc2n1 | -15
COc1cc(C(=O)Nc2sc3c(c2C#N)CCCC3)c(Br)c(OC)c1OC | -9
O=c1oc2ccc3ccccc3c2cc1-c1nnc(Nc2ccc(F)cc2)s1 | -5
CCc1nc(Nc2ccc(F)c(Cl)c2)c2c3c(sc2n1)CCCC3 | -1
O=C(O)COc1ccccc1C1Nc2ccccc2-c2nnc(SCc3ccc(Cl)cc3)nc2O1 (stereo unspecified) | 1
COc1ccccc1NC(=O)CSc1nc(O)c(C/C=C/c2ccccc2)c(=O)[nH]1 | 12
CCCCOC(=O)c1cccc(NC(=O)/C=C/c2ccccc2Cl)c1 | 3
Cc1ccc(-c2nc3ccc(Cl)cn3c2Nc2ccccc2C)s1 | 3
Cc1cccc(N2CCN(Cc3nnc(-c4ccc5c(c4)OCO5)o3)CC2)c1C | -2
Cc1ccc(-n2c(-c3cccc(C)c3)nc3c(cnn3-c3ccccc3)c2=O)cc1 | -7
Cc1ccc(Nc2ncnc3sc4c(c23)CCC(C)C4)cc1C (stereo unspecified) | -3
COc1cc(-c2nc(-c3ccccc3)c(-c3ccc(Br)cc3)[nH]2)cc(OC)c1O | -4
CC(=O)Nc1ccc(NC(=O)CC2Sc3ccccc3NC2=O)cc1 (stereo unspecified) | 1
Cc1ccc(-c2c3c(=O)n(C)c(=O)n(C)c3c3c(-c4cccc(C)c4)nc4ccccc4n23)cc1 | -5
Cc1ccc(-c2nc3ncccc3o2)cc1NC(=O)c1ccc(-c2ccc(Cl)cc2)o1 | 0

Some of the compounds tested, so the mix of outcomes need not match the whole.
